VLA-4 inh – inhibition in human VLA-4 binding assay, primary screen, VLA-4 allosteric modulator project, MLPCN library, flow cytometry, VLA-4 expressing cells. Integrin alpha-4 (Homo sapiens), P13612. ligand binding flow cytometry. inhibition, % (about 7 µM as worked out from the volumes in the protocol). hit rate 0.2% among 330,000. AID 2557, 2010; in the data active = inhibition above about 50%
procasp7 counter – procaspase-7 activators, primary screen, counter-screen for procaspase-3 activator project, biochemical, absorbance, HTS, human; Caspase-7 (Homo sapiens), P55210; recombinant procaspase-7, Ac-DEVD-pNA absorbance 405 nm; D23A/D198A/D206A triple mutant, cannot self-cleave; scale: DMSO 0, 5 µM enzyme 100; activation, % at 8.5 µM; hit rate 0.093% among 330,000; AID 463210, 2010;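 active = percent activation above the screen-wide mean plus 3 SD, cut at about 25% in these data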
Target sequence (P55210 whole entry D23A/D198A/D206A): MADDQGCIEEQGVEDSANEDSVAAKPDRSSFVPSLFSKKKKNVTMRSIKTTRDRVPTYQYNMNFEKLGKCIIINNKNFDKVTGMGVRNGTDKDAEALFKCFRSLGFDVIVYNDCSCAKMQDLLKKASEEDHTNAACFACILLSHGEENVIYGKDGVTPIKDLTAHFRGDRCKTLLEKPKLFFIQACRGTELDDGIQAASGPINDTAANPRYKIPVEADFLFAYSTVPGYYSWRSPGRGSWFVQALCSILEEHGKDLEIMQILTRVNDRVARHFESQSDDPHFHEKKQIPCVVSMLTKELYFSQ
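Replicates: singlicate. Assay system: Procaspase-7 triple mutant (PC-7 D3A). Signal: 405 nm absorbance of p-nitroaniline. Times: 1 h preincubation, 2 h reaction. Buffer or medium: Zinc-free HEPES pH 7.4 with 300 mM NaCl, 0.01% Triton X-100. Also added: DEVD-pNA substrate. Benchmarks: DMSO wells as 0%, DMSO with 5 µM added PC-7 as 100%.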
procasp3 activ – activators of human procaspase-3 D3A mutant, primary screen, biochemical, absorbance, PC-3 D3A mutant, single concentration; Caspase-3 (Homo sapiens), P42574; recombinant procaspase-3 D3A, Ac-DEVD-pNA absorbance 405 nm; activation, % at 8.5 µM; hit rate 0.11% among 330,000;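 active = activation above the mean of all tested compounds plus 3 SD, cut at about 21% in these data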;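 note: 0% = DMSO alone and 100% = DMSO wells spiked with extra 5 µM PC-3 D3A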
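Compound: 8.5 µM single point, 0.8% DMSO / Material: Autoprocessing-dead procaspase-3 D3A mutant enzyme / Timing: 1 h preincubation plus 2 h reaction at 25 °C / Medium: Zinc-free HEPES/NaCl buffer with 0.01% Triton X-100 at pH 7.4 / Technique: 405 nm absorbance of p-nitroaniline, reads at 0 and 120 min / Repeats: one well per compound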
PP1 counter – PP1-alpha phosphatase inhibitors, primary screen, counter-screen for PP5 inhibitor project, biochemical, fluorescence, OMFP substrate, single point. Serine/threonine-protein phosphatase PP1-alpha catalytic subunit (Homo sapiens), P62136. purified PP1alpha. inhibition, % at 6.7 µM. hit rate 0.9% among 320,000. AID 2235, 2010;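 active = inhibition above the mean inhibition of all tested compounds plus 3 SD, computed separately for each screening campaign, cut at about 15% in these data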
PP5 primary – PP5 phosphatase inhibitors, primary screen, biochemical, fluorescence | Serine/threonine-protein phosphatase 5 (Homo sapiens), P53041 | purified PP5c, OMFP substrate fluorescence | inhibition, % at 6.7 µM | hit rate 0.18% among 320,000;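 active = inhibition above the campaign's mean inhibition across all tested compounds plus 3 SD, cut at about 9.5% in these data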;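 note: 0% = DMSO only and 100% = 100 µM cantharidin control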
core dimer inh – inhibitors of HCV core protein dimerization, primary screen, biochemical, TR-FRET, high-throughput; hit rate 0.33% among 300,000; inhibition, % at 5 µM; TR-FRET GST/Flag-core106 dimerization, 1536-well; AID 1899, 2009;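 active = inhibition above the mean of all tested compounds plus 3 SD, set per screening campaign, cut at about 45% in these data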
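Assay system: GST-tagged and Flag-tagged HCV core protein residues 1-106 / Times: compound-protein-antibody incubation 4 h at 22.5 °C / Signal: time-resolved FRET, ex 340 nm, em 617 and 671 nm / Evaluation: % inhibition based on acceptor/donor emission ratio / Benchmarks: wells lacking GST-core106 and wells with excess unlabelled core106 / Repeats: singlicate, one well per compound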
Fh CTSL1 inh – Fasciola hepatica cathepsin L1 inhibitors, primary screen, counter-screen for PFM18AAP inhibitor project, biochemical, QFRET, fluorogenic peptide substrate; recombinant F. hepatica cathepsin L1, Z-Leu-Arg-MCA fluorescence; inhibition, % at 5.96 µM; hit rate 0.49% among 300,000; AID 1906, 2009;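 active = inhibition above the mean of all tested compounds plus 3 SD, set per screening campaign, cut at about 17% in these data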;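 note: 0% = plate median of test compound wells and 100% = 1 µM Z-Phe-Ala-diazomethylketone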
GASC-1 inh – inhibitors of GASC-1 histone demethylase, primary screen, biochemical, fluorescence, DELFIA europium; Lysine-specific demethylase 4C (Homo sapiens), Q9H3R0; GST-JMJD2C(1-420) H3K9me3 demethylation; inhibition, % at 2.35 µM; hit rate 0.069% among 330,000;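 active = more than half of a compound's replicate wells show inhibition beyond 50%, single wells judged on their own value; inconclusive = some, but no more than half, of replicates pass 50% inhibition; inactive = no replicate passes 50% inhibition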;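 note: signal counts dimethyl H3K9 product captured on neutravidin plate; 0% = median of DMSO wells and 100% = 0.3 times that DMSO median; strong numbers were not always called active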
GRK2 aptamer HTS – compounds blocking aptamer binding on GRK2 – biochemical, human GRK2, bead flow cytometry, HTS, primary screen; inhibition of aptamer binding, % at 10 µM; AID 488847, 2010; FAM-aptamer displacement from GRK2; hit rate 0.59% among 330,000;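 active = inhibition of aptamer binding above 40%, roughly 3 SD of noise, on plates passing a quality check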;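 note: median bead fluorescence of bound FAM aptamer so fluorescent compounds give negative values; no value below 0 was filed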
Target sequence (P25098 whole entry, looked up): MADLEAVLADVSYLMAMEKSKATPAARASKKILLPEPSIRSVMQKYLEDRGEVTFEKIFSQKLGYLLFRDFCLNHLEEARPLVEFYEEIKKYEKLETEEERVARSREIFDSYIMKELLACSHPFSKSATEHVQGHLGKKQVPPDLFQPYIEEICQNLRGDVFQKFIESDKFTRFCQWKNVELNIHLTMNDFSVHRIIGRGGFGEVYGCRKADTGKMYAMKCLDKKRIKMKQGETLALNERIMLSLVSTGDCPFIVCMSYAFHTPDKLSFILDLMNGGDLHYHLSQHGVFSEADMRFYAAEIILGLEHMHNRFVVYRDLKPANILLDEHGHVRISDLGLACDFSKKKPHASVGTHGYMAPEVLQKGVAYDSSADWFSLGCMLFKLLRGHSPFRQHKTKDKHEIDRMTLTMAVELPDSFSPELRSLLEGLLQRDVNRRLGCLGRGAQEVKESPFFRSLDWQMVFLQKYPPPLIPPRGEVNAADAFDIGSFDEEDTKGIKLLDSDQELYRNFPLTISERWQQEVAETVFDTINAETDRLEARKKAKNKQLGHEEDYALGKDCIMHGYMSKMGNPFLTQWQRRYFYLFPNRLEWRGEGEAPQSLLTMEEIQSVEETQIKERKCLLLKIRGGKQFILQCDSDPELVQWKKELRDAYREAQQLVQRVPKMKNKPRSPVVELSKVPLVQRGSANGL
Numbers without * were called inactive; ? = inconclusive; / = not tested or not shown.

Results follow in this order: VLA-4 inh	procasp7 counter	procasp3 activ	PP1 counter	PP5 primary	core dimer inh	Fh CTSL1 inh	GASC-1 inh	GRK2 aptamer HTS
COc1ccc(-n2nnc3c(=O)n(CC(=O)N4CCC(Cc5ccccc5)CC4)cnc32)cc1
  17.9	-0.8	-3.7	1.0	1.1	7.8	1.6	-2.0	0.0
Cc1ccc(CC(=O)NCc2ccc(F)cc2)cc1
  0.1	4.5	6.6	-5.6	0.8	5.6	1.2	-9.0	2.0
Cc1ccc(S(=O)(=O)NCc2cccnc2)c(C)c1
  20.1	12.9	-3.0	0.1	-1.7	10.2	1.1	5.2	/
CCOC(=O)CC(NC(=O)c1cccs1)c1ccc(OCC)cc1 (stereo not drawn)
  3.4	7.6	4.7	0.3	0.7	-0.3	3.8	-10.3	1.0
Cn1c(C(=O)O)ccc1S(=O)(=O)N1CCCCCC1
  -35.9	3.8	12.4	-6.7	-2.9	2.3	1.3	-9.6	0.0
COc1ccc(CCNC(=O)c2ccc3c(c2)S(=O)(=O)N=C2CCCCCN23)cc1
  31.6	4.7	-1.6	0.6	2.0	-1.6	-2.5	3.7	0.0
O=C(CN1CCN(C(=O)c2ccco2)CC1)NCc1ccc(Cl)cc1
  23.6	15.7	10.4	-1.8	3.5	-1.1	0.8	1.7	0.0
O=C(NCCCc1ccccc1)C(=O)NCC1OCCN1S(=O)(=O)c1ccc(F)cc1 (stereo not drawn)
  -2.5	-1.3	-4.1	5.3	-0.7	18.0	1.8	5.3	7.0
CC(=O)NCCC(=O)Nc1nc2c(ccc3ccccc32)s1
  3.2	3.0	6.9	-3.0	-1.2	-3.3	0.1	-7.4	4.0
CC1CCC(NC(=O)c2cc(S(=O)(=O)N3CCCCC3)c[nH]2)CC1 (stereo not drawn)
  -8.2	-0.6	12.3	-0.9	1.9	-5.8	7.1	-3.0	0.0
CCN(CC)CCN(C(=O)c1ccc(Br)s1)c1nc2cc3c(cc2s1)OCCO3
  7.8	7.7	-0.4	-0.8	1.3	1.6	1.2	-6.5	2.0
Cc1ccc(-n2nnnc2SC(C)C(N)=O)c(C)c1 (stereo not drawn)
  14.2	-4.6	4.8	-0.8	0.7	-4.9	-0.3	-0.9	1.0
COC(=O)CCCC1=CC2=CC(=O)C(C)(OC(=O)c3cccs3)C(=O)C2=CN1C1CC1 (stereo not drawn)
  -2.8	-0.6	2.2	-6.8	3.9	8.9	5.7	7.3	0.0
C=CCN(c1ccccc1OC)S(=O)(=O)c1cccc(C(=O)NCc2ccco2)c1
  3.2	0.8	-1.3	/	/	/	/	-4.2	0.0
CC(C)CN1CCC(C(=O)N2CCN(c3ccccc3F)CC2)CC1
  24.4	-4.2	-7.2	-0.9	4.9	-7.0	-3.2	-0.4	0.0
CN(C)C(=S)Nc1ccc2c(c1)OCCO2
  12.0	-5.1	-2.5	-5.5	-2.0	3.5	1.9	-4.1	0.0
Cc1cc(-c2nnc(CCC(=O)NC(Cc3ccccc3)c3ccccc3)o2)no1 (stereo not drawn)
  1.6	-4.0	2.6	-3.8	0.2	6.5	-3.9	1.6	0.0
Cc1ccc(OCC(=O)N2CCOCC2)c([N+](=O)[O-])n1
  -1.8	3.6	6.3	-4.8	-1.7	0.3	5.4	0.6	0.0
CCOC(=O)C1(C(F)(F)F)N=C(c2cccnc2)OC(N2CCOCC2)=N1 (stereo not drawn)
  -5.4	-5.7	0.5	-7.3	-2.4	-6.1	-4.5	1.4	1.0
N=C1S/C(=C\c2ccco2)C(=O)N1c1nccs1
  5.0	-0.4	-19.7	-2.9	2.0	-3.0	0.5	4.1	2.0
C=CCNC(=S)/N=c1/ccccn1C
  -2.8	-11.5	-3.4	-1.7	-3.0	2.2	-2.3	2.3	0.0
CC(=O)c1c(C)nc2ccccc2c1N
  5.7	1.5	-5.4	-1.1	0.7	-5.0	0.6	8.4	2.0
CC(=O)OC(C(=O)NC1CCCCC1)c1ccc(Cl)cc1 (stereo not drawn)
  -10.7	-5.5	2.0	-0.4	0.2	0.2	-26.5	1.8	0.0
CC(C)(C)n1nc2c(c1NC(=O)c1ccco1)CS(=O)C2 (stereo not drawn)
  -15.4	0.9	4.1	0.8	1.9	-3.2	1.8	?	1.0
CC1(C)COC2(OC1)C(=O)N(CN1CCOCC1)c1ccccc12
  -109.3	5.4	-4.8	-4.0	-1.8	2.8	1.6	26.1	0.0
O=C(Nc1cccc(C(=O)O)c1)/C(=C\c1ccc2c(c1)OCO2)NC(=O)c1ccco1
  15.6	3.5	3.8	-4.9	-2.9	0.9	-1.2	2.2	0.0
CC(C)(Cc1ccccc1)/[N+]([O-])=C\c1ccccc1
  2.3	-6.7	0.6	0.9	2.4	-10.7	-3.6	11.6	3.0
CCOCCCN(C)C1CCN(C(=O)c2oc3ccccc3c2NC(=O)Cc2ccc(F)cc2)CC1
  -5.2	11.4	2.6	-1.0	-0.3	-3.7	-0.1	-1.9	0.0
Cc1ccc2c(c1)C(=O)C(=O)N2Cc1ccc(Cl)cc1
  -29.1	-2.3	8.6	/	/	/	/	-1.0	5.0
CCc1ccc(C2C(C#N)=C(N)Oc3cc(N)ccc32)cc1 (stereo not drawn)
  -50.4	-19.2	-16.2	-2.0	3.4	2.8	0.9	-1.6	13.0
CCCN(CCC)c1nc(N)nc(-c2cc(Cl)ccc2OC)n1
  -0.3	5.0	-2.5	0.8	6.4	-6.7	2.1	-2.7	0.0
O=C(CC1SC(=Nc2ccc3c(c2)OCCO3)NC1=O)Nc1ccc(F)cc1F (stereo not drawn)
  -8.1	1.6	-3.1	-1.4	0.3	0.6	1.3	5.1	0.0
CCc1nnc(NC(=O)CSc2nc3c(cc2C#N)CCC3)s1
  0.2	0.5	-4.0	-1.9	-0.3	-16.9	-1.5	0.5	3.0
Oc1cc(Cc2ccccc2)cnc1CN1CCCCC1
  0.9	-0.6	3.3	-2.6	0.9	-6.5	-2.0	-7.1	1.0
O=C1CN(C(=O)COc2ccc(Br)cc2)c2ccccc2N1
  11.1	5.0	-0.5	-2.8	-2.4	-2.8	4.3	1.4	0.0
CC(C)N1CC2(c3ccccc3)CN(C(C)C)CC(c3ccccc3)(C1)C2=O
  -2.9	1.6	-2.6	-4.7	-1.6	3.6	1.4	8.8	0.0
O=C(NC1CCCCCC1)c1cc(S(=O)(=O)N2CCOCC2)ccc1F
  0.3	8.0	2.7	-3.0	-0.3	-1.1	1.7	-8.4	0.0
Cc1cc(C)c(NC(=O)CSc2ccc(-c3cccnc3)nn2)c(C)c1
  11.5	-7.1	-0.4	-3.0	1.8	-0.8	2.7	-14.3	0.0
Cc1c(O)nc2sc3ccccc3n2c1=O
  13.8	9.2	-4.1	-1.0	-2.2	-0.8	0.5	6.0	0.0
CSc1ccc(S(=O)(=O)NCCOc2ccccc2C)cc1
  -3.9	-1.5	1.4	-4.5	2.1	0.9	-1.1	0.1	1.0

Already shown: two of the compounds above.
Results follow in this order: VLA-4 inh	procasp7 counter	procasp3 activ	PP1 counter	PP5 primary	core dimer inh	Fh CTSL1 inh	GASC-1 inh	GRK2 aptamer HTS
Cc1ccc(CC(=O)NCc2ccc(F)cc2)cc1
  0.1	4.5	6.6	-5.6	0.8	5.6	1.2	-9.0	2.0
Cc1ccc(S(=O)(=O)NCc2cccnc2)c(C)c1
  20.1	12.9	-3.0	0.1	-1.7	10.2	1.1	5.2	/

(further entries)
Results follow in this order: VLA-4 inh	procasp7 counter	procasp3 activ	PP1 counter	PP5 primary	core dimer inh	Fh CTSL1 inh	GASC-1 inh	GRK2 aptamer HTS
Cc1cccc(NC(=O)N2CCCC2C(=O)Nc2ccccc2)c1 (stereo not drawn)
  -0.9	13.9	-2.1	-0.8	-1.0	-0.1	0.8	-16.9	0.0
N#CCCN(C(=O)COC(=O)C1=NNC(=O)CC1)c1ccccc1
  4.4	3.6	6.5	-2.7	-2.8	1.4	-2.4	-4.5	0.0
CN(C(=O)c1ccc(Oc2ccc([N+](=O)[O-])cc2)cc1)C1CCCCC1
  6.7	2.8	-10.7	0.3	3.3	13.1	5.6	-1.0	1.0
CN(CC(=O)Nc1cccc(F)c1)C(=O)c1cc(S(=O)(=O)N2CCN(c3ccccc3)CC2)ccc1Cl
  17.1	3.6	14.2	1.4	6.6	/	/	0.1	0.0
CC(=O)Nc1cccc(-c2nc3ccccc3s2)c1
  -7.0	-0.7	3.7	-5.5	3.4	-4.7	1.7	-4.1	0.0
COc1ccc(C2=NOC(Cn3nc(-c4ccccc4)cc3C(=O)NCc3cccc(C(F)(F)F)c3)C2)cc1 (stereo not drawn)
  11.1	-1.2	0.8	/	/	/	/	/	0.0
CCN(CC)S(=O)(=O)c1ccc(/C=C/C(=O)Nc2ccc(F)cc2F)cc1
  -1.4	4.3	-0.5	-0.2	6.8	-7.1	0.0	7.8	3.0
NC(=O)[C@H]1CC2(CC(c3cccc(NC(=O)[C@H]4CCC(=O)N4)c3)=NO2)CN1C(=O)c1ccccc1C(=O)c1ccccc1 (stereo partly drawn)
  -0.9	-9.0	2.1	-2.5	2.1	8.0	1.5	5.6	0.0
CCN(CC(=O)Nc1ccc(OC)cc1)C(=O)CSCC(=O)Nc1cc(C)on1
  -3.4	-5.2	10.1	-4.2	-2.0	/	/	-5.7	0.0
Cc1noc(C)c1COc1ccc(C(=O)OCC(N)=O)cc1
  2.8	5.4	10.3	0.0	2.1	-2.1	-1.6	11.5	0.0
CC(=O)N1CCN(c2ccc(NC(=O)c3ccc(C)cc3)cc2)CC1
  1.4	-5.4	-4.5	1.9	-1.1	-9.1	2.9	1.0	0.0
COc1ccc(N2CCN(C(=O)CCCOc3cc(=O)n(C)c4ccccc34)CC2)cc1
  9.2	-1.1	-3.0	3.4	2.6	4.0	-0.2	-18.4	56.0*
CC(=O)NC(CC(=O)NC12CC3CC(CC(C3)C1)C2)c1ccccc1 (stereo not drawn)
  24.8	-0.5	3.4	-0.2	0.7	1.7	-2.6	-0.6	0.0
CC(=O)Nc1cc(C(C)(C)C)c(O)c(C(C)(C)C)c1
  1.0	-0.2	-3.3	-0.7	-0.8	-2.9	0.1	2.9	6.0
